PKA-R2B activ – PKA-R2B complex activation; 0.079% of 340,000 active; activation, % at 11.4 µM; P22694+P31323; PKA-R2B holoenzyme dissociation, Cy5-IP20 fluorescence polarization; R2B truncated from residue 108, S112A mutant; 0% DMSO only, 100% 113 µM cGMP; AID 504700;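 active = activation above a cutoff set at the mean over all compounds plus 3 SD, cut at about 18% in these data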;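 note: higher means more holoenzyme dissociation and a rise in polarization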
Arrestin-AP2 inh – human beta-arrestin and AP2 interaction inhibition. inhibition, % at 10 µM. AID 504490. FITC-arrestin peptide / GST-AP2 beads, flow cytometry; AP2 beta2 appendage carries R879A mutation. 0.31% of 340,000 active;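 active = inhibition above a set limit, near 3 SD of compounds lacking own fluorescence, cut at about 54% in these data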;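 note: plate controls were DMSO wells for no effect and 5 µM unlabelled arrestin peptide for full effect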
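system = GST-tagged AP2 beta2-adaptin appendage (R879A) on 4 µm glutathione beads | reagent = FITC-labelled arrestin peptide probe, 50 nM final | schedule = compound with beads 12 min RT, then probe 1 h RT | signal = HyperCyt-sampled flow cytometry, FL1 channel, ex 488/em 535 nm | read-out = percent response from loss of bead-bound FITC fluorescence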
SR-BI HDL uptake – mouse SR-BI HDL lipid transfer inhibition; Q61009; inhibition, % at 12.5 µM; ldlA[mSR-BI] CHO cells, DiI-HDL uptake fluorescence, 3 h; 0.96% of 320,000 active; AID 488896;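 active = mean replicate inhibition of at least 70% and a set share of replicates each scoring 70 or more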;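 note: 0% = median of neutral control wells and 100% = median of positive control wells; values of inactives mirror those of a sister screen read the other way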
Target sequence (Q61009 whole entry, looked up): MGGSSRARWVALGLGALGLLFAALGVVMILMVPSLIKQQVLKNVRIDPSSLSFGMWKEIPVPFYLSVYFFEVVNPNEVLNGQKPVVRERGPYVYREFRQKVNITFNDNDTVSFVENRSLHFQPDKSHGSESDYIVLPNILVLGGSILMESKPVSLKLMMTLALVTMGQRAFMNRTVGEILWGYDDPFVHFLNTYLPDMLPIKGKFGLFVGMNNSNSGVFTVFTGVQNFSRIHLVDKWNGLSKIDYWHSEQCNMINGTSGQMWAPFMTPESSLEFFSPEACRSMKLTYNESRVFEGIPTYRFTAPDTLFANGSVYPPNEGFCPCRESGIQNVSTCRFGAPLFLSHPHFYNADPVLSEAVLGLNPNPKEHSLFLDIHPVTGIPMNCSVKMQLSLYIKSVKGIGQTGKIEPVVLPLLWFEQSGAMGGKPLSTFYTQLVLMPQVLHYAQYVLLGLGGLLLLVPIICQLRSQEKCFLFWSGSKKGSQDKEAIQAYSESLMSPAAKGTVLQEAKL
PKA-R1A activ – PKA-R1A complex activation. PKA-R1A dissociation, Cy5-IP20 fluorescence polarization; scaled: DMSO 0%, 113 µM cGMP 100%. P00514+P68181. activation, % at 11.4 µM. AID 504707. 0.083% of 340,000 active;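 active = percent activation above the mean of all tested compounds plus 3 SD, cut at about 19% in these data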;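 note: higher means more PKAc released from R1A so a rise in polarization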
CDK5 p35 inh – blocks human CDK5/p35 kinase activity | Q00535+Q15078 | Recombinant CDK5/p35, ADP-Glo luminescence, 60 min | inhibition, % at 10 µM | 0.01% of 330,000 active | AID 488839;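 active = highest replicate inhibition of at least 50% and at least 75% of replicates reaching 50%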;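 note: plate controls were DMSO neutral control for no effect and GW8510 at 10 µM for full effect; many of its hits are not listed in these tables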
Mot1-301 SUMO – inhibitors of SUMOylation pathway: yeast Mot1-301 growth rescue; S. cerevisiae Mot1-301 growth rescue, ATP luminescence, 38.5C; percent above DMSO median, 100 means doubled; growth rescue, % at 18.8 µM; 1% of 320,000 active;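 active = every valid replicate shows activation above 250% relative to neutral control wells; inactive = the rest, any valid replicate at or below 250%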;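 note: OY570 slx delta 5 strain wells were the positive control but not used for scaling; some compounds called inactive have numbers as strong as hits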
MITF TRPM1 HTS – MITF TRPM1 promoter activation in melanoma cells; SK-MEL-5 TRPM1-promoter luciferase, 24 h; % of positive control, neutral wells = 0; activation, % at 12.5 µM; 0.75% of 300,000 active; AID 588334;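 active = mean activation of at least 80% with every replicate also reaching 80%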;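 note: 0% = neutral control wells and 100% = parthenolide positive control wells; values of inactives mirror those of a sister screen read the other way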
NSD2 inh – NSD2 (human) methyltransferase inhibition; NSD2 peptide methylation, AlphaScreen, 120 min; 0.54% of 310,000 active; inhibition, % at 12.5 µM; in the data active = inhibition above about 50%
Pemphigus Ab inh – blocks pemphigus antibody binding to human desmoglein-3. binding (percent of control), % at 10 µM. DSG3-coupled beads, scFv-anti-DSG3-GFP binding, flow cytometry; stronger effect = lower value. 0.48% of 310,000 active;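 active = binding more than 3 SD below its plate's average and above zero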;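 note: hits lower antibody fragment binding to DSG3; some compounds called inactive have numbers as strong as hits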
SR-BI uptake up – activators of SR-BI mediated HDL lipid uptake; CHO ldlA[mSR-BI] cells, DiI-HDL uptake fluorescence, 3 h; 100 = double the neutral-control signal; activation, % at 12.5 µM; 0.096% of 320,000 active;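 active = mean replicate activation of at least 60% and every replicate at or above 60%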;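 note: 0% = median plate neutral-control signal and 100% = twice that signal; values of inactives mirror those of a sister screen read the other way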
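Material: SR-BI-overexpressing, LDLR-lacking CHO cells | Dosing: Single compound concentration, delivered by pin transfer | Probe or stimulus: Labelled HDL, 10 µg/mL | Signal: Bottom-read cell fluorescence after medium removal, ex 550/em 595 nm | Schedule: 3 h, 37 °C | Evaluation: HDL uptake via cellular fluorescence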
dFosB act – enhances mouse delta FosB homodimer DNA binding. P13346. purified delta FosB, TAMRA-CDK5 oligo fluorescence polarization; percent of positive-control signal above neutral wells. activation, % at 25 µM. 0.99% of 340,000 active;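 active = mean activation above about 17%, with every replicate also reaching it, limit read from the data, passing the limit was not always enough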;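 note: fluorescence polarization rise as delta FosB binds a TAMRA Cdk5 AP-1 oligo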
Target sequence (P13346 whole entry, looked up): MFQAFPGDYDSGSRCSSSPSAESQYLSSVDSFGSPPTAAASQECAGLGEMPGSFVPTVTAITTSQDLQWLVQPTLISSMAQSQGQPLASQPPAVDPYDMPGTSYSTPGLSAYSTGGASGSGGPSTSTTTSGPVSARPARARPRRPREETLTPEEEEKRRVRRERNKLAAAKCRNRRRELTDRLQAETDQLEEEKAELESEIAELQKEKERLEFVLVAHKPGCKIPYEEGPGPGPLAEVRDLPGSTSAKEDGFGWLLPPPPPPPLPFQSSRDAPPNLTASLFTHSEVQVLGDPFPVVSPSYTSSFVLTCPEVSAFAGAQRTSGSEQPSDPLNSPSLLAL
Numbers without * were called inactive; . = not tested or not shown. Compounds were not picked by outcome; overall some 4.7% were active at least once.

SMILES | PKA-R2B activ | Arrestin-AP2 inh | SR-BI HDL uptake | PKA-R1A activ | CDK5 p35 inh | Mot1-301 SUMO | MITF TRPM1 HTS | NSD2 inh | Pemphigus Ab inh | SR-BI uptake up | dFosB act
CN(C(=O)COC(=O)CCCc1c[nH]c2ccccc12)c1c(N)n(Cc2ccccc2)c(=O)[nH]c1=O | -10.7 | -0.8 | 13.8 | -0.1 | -2.2 | -2.8 | 13.3 | 0.0 | 101.2 | -13.8 | -8.5
COc1cccc(C2C(C(C)=O)=C(O)C(=O)N2Cc2ccco2)c1 (stereo not drawn) | -12.8 | 9.6 | 8.1 | 5.5 | -1.4 | -13.5 | . | -5.5 | 101.3 | -8.1 | -6.0
COc1ccccc1CCC(=O)Nc1cccc(S(=O)(=O)N2CCCC2)c1 | -13.5 | -9.2 | 57.2 | -12.1 | 0.4 | -4.7 | -16.7 | -1.8 | 111.6 | -57.2 | -8.4
CNNC(=S)Nc1cccc(SC)c1 | 1.5 | 29.9 | -5.9 | 1.3 | 2.5 | 5.8 | 3.2 | -1.7 | . | 5.9 | 5.5
Cc1ccc(S(=O)(=O)CCC(=O)OCC(=O)c2cc(C)ccc2C)cc1 | -0.4 | -25.5 | -24.7 | -4.5 | 3.6 | -3.5 | 1.1 | -1.2 | 94.7 | 24.7 | -6.0
COc1ccc(N(CC(=O)NCc2cccnc2)S(=O)(=O)c2ccccc2[N+](=O)[O-])c(OC)c1 | -4.4 | 4.8 | 0.4 | -7.8 | 0.0 | 5.6 | -9.8 | -1.6 | 86.9 | -0.4 | 2.1
CSc1cccc(NC(=S)N(CCCN2CCCC(C)C2)Cc2cccs2)c1 (stereo not drawn) | -4.7 | -13.5 | 4.5 | -1.6 | -1.0 | -21.9 | -8.7 | 0.4 | 98.5 | -4.5 | 5.4
CC(=O)Nc1ccc(/C=N/NS(=O)(=O)c2cc(C)ccc2C)cc1 | -14.7 | 21.3 | -23.1 | -4.9 | -0.8 | 1.8 | 2.4 | 0.4 | 90.3 | 23.1 | -7.1
CCN1CCN(CC(O)COC(c2ccccc2)c2ccccc2C)CC1 (stereo not drawn) | -6.1 | 9.8 | . | -3.8 | 0.3 | 14.8 | 9.2 | 8.6 | 101.1 | . | -2.8
Cc1cc(Cl)ccc1OCCCC(=O)N1CCOCC1 | -3.1 | -0.7 | 40.2 | -9.9 | 0.2 | -15.4 | . | 71.8* | 102.4 | -40.3 | -0.1
COc1ccc(C2C(Oc3ccccc3)C(=O)N2c2cc(C)ccc2C)cc1OC (stereo not drawn) | -7.2 | -2.1 | -3.6 | -1.0 | -0.4 | -21.6 | 2.4 | -5.4 | 100.9 | 3.6 | -19.1
O=C(NCc1cccs1)C1CCN(S(=O)(=O)N2CCCC2)CC1 | 1.0 | 3.1 | -23.6 | -7.7 | -0.1 | -15.6 | -1.3 | 2.3 | 98.4 | 23.6 | 3.9
O=C(Nc1cccc(F)c1)c1cc(S(=O)(=O)N2CCOCC2)ccc1N1CCCC1 | -10.2 | 28.7 | -4.3 | 9.4 | 0.4 | -8.8 | -2.1 | 3.3 | 100.4 | 4.3 | -10.1
COc1ccc(CCNC(=O)C2CCN(Cc3nc(-c4ccccc4F)oc3C)CC2)cc1OC | -15.4 | 15.1 | 19.6 | 4.0 | 0.1 | -1.0 | -2.1 | 0.9 | 107.0 | -19.6 | -2.7
O=C(COc1ccccc1)NCCn1ccc2ccccc21 | -4.3 | 24.7 | -10.9 | 8.9 | -0.2 | 4.0 | -0.2 | 5.1 | 102.6 | 10.9 | -5.3
Cc1ccc(C(=O)Nc2cccc(N3C(=O)C4CCC(C)CC4C3=O)c2)cc1 (stereo not drawn) | 13.2 | -15.1 | -4.3 | 6.4 | -0.7 | -18.7 | 0.5 | 0.0 | 102.5 | 4.3 | -10.3
O=C(N/N=C\c1ccc(S(=O)(=O)O)o1)c1ccc2c(c1)OCO2 | 4.4 | -2.1 | 21.1 | 4.2 | -0.2 | -10.6 | . | -2.3 | 119.6 | -21.1 | -3.6
CCN(CC)C(=O)CSC1=C(C#N)C(c2cccs2)C=C(C)N1 (stereo not drawn) | -9.3 | 19.1 | . | 5.3 | 1.0 | 6.5 | . | -1.9 | 107.5 | . | -12.6
CC(Nc1nc(-c2ccccc2O)nc2ccccc12)c1ccccc1 (stereo not drawn) | -18.2 | -0.5 | 45.6 | -15.3 | -0.2 | 0.4 | -32.3 | . | 99.3 | -45.6 | 1.1
Cc1coc2c(C)c3oc(=O)c(CCC(=O)NCCCN4CCCC4=O)c(C)c3cc12 | 2.0 | -3.6 | 10.2 | -7.6 | -0.4 | -2.6 | . | . | 96.7 | -10.2 | -12.9
S=C1NCCc2ccc(Cl)cc2C1c1ccccc1 (stereo not drawn) | -7.5 | -1.1 | 14.9 | -21.5 | -0.2 | 60.4 | 2.1 | 1.7 | 96.9 | -14.9 | 2.9
O=C(Nc1nnc(S(=O)(=O)N2CCCCC2)s1)c1cccc(Br)c1 | 3.8 | -1.3 | 7.1 | 9.1 | -1.8 | 8.9 | . | . | 99.0 | -7.1 | 9.0
Cn1nc(C(=O)Nc2ccccc2N2CCCC2)c2ccccc2c1=O | -0.3 | 13.0 | 47.4 | -1.0 | -5.3 | 7.3 | 13.5 | 10.3 | 110.8 | . | -4.9
O=C(Cc1cnc2ncnn2c1)N1CCc2c([nH]c3ccccc23)C1c1ccccc1F (stereo not drawn) | 13.3 | 7.1 | -2.5 | 7.9 | 1.3 | . | -15.7 | . | 102.4 | 2.5 | -10.1
O=c1c2ccccc2c(=O)n(-c2ccccc2)n1-c1ccccc1 | 1.2 | 27.9 | -3.9 | 0.2 | 0.2 | . | -15.1 | -0.4 | 90.3 | 3.9 | -4.5
COc1ccccc1/C=C\C(=O)NCC(=O)N/N=C/c1cccc(OC)c1O | -8.2 | -16.2 | -6.4 | -0.1 | -0.3 | -8.1 | -16.1 | -2.3 | . | 6.4 | 29.7*
O=C(Nc1ccccc1-c1nc2ccccc2s1)c1ccc(Br)o1 | -0.4 | 5.9 | 62.9 | 0.8 | -4.8 | -4.1 | -13.0 | -0.8 | . | -62.9 | -17.5
Cc1ccccc1CN(C)CC(=O)Nc1cccc(S(=O)(=O)N(C)c2ccccc2)c1 | -8.2 | -13.6 | 12.1 | -12.1 | 0.0 | -10.9 | 4.6 | -1.6 | . | -12.1 | 8.2
CCn1c(SC(C)C)nnc1-c1c[nH]c2ccccc12 | 0.2 | -2.0 | 4.8 | 4.3 | 0.3 | 4.2 | 4.8 | . | 103.3 | -4.8 | -1.6
O=C(Nc1cccnc1)C(Cc1ccccc1)n1cccc1 (stereo not drawn) | -3.0 | 5.4 | -25.2 | -2.2 | -0.3 | -0.2 | -7.5 | . | 104.7 | 25.2 | -8.2
CCN1C(=O)CCC(C(=O)O)C1c1ccc(OC)cc1 (stereo not drawn) | 3.7 | 6.3 | -6.5 | -0.5 | -0.9 | 10.5 | -4.8 | -2.8 | . | 6.5 | 2.8
CC(C)N1C(=O)CC2(CC[N+](C)(CCOC(=O)C(c3ccccc3)c3ccccc3)CC2)C1=O (stereo not drawn) | 1.4 | -1.5 | -15.5 | 0.4 | 1.2 | 0.5 | -5.7 | 2.7 | 100.0 | 15.5 | -2.5
COc1ccc(S(=O)(=O)NCC(=O)Nc2ccc3c(c2)OCCO3)cc1OC | -3.6 | 10.5 | -2.4 | 5.5 | 1.7 | 6.1 | 4.5 | -0.6 | 101.5 | 2.4 | -2.0
Cc1cc(C)nc(Nc2ncc(O)n2-c2ccc(C)c(C)c2)n1 | 4.9 | -5.2 | -6.6 | -8.3 | -2.2 | -1.5 | -8.6 | -1.8 | 99.1 | 6.6 | -0.3
CCS(=O)(=O)N1CCN(C(=O)CCC2CCCC2)CC1 | -2.8 | 18.3 | 13.3 | 6.8 | -3.2 | -1.2 | . | -2.9 | . | -13.3 | -7.2
CCOC(=O)c1c(C)[nH]c(C)c1C(=O)COC(=O)COc1ccc(Cl)c(C)c1 | -10.7 | -4.8 | -5.1 | -5.7 | -0.3 | . | 1.7 | 0.0 | 100.4 | 5.1 | -10.5
CCO[C@H]1OC(C(=O)NC2CC2)=C[C@@H](c2ccc(C(F)(F)F)cc2)[C@@H]1CCCO | -16.9 | -2.5 | -21.7 | -8.4 | -0.5 | 0.1 | -6.1 | . | 103.7 | 21.7 | -1.9
CCC(C)Sc1ccc([C@@H]2[C@@H]3C(=O)N(CC)C(=O)[C@@H]3[C@]3(C(=O)OC)CCCCN23)cc1 (stereo partly drawn) | -9.6 | 1.3 | -3.5 | -3.5 | -0.8 | 7.6 | -0.1 | . | 104.4 | 3.5 | -5.8
Cc1ccc(NC(=O)COc2ccc(/C=C3/SC(=Nc4ccccc4)N(Cc4cccnc4)C3=O)cc2)cc1 | 0.7 | 7.0 | 41.6 | 5.3 | -0.6 | -7.1 | -60.4 | -4.7 | 109.7 | -41.6 | 0.2
c1ccc2c(c1)CCCc1cc(NCCN3CCOCC3)nnc1-2 | -11.3 | -7.3 | -6.0 | 4.5 | -0.8 | -0.4 | 8.0 | . | 113.8 | 6.0 | 0.9
C/C(=N\NS(=O)(=O)c1ccc(C)cc1)c1cc2ccccc2oc1=O | -4.7 | -30.2 | 0.0 | 0.2 | 1.2 | 4.1 | -15.2 | 1.1 | 105.2 | 0.0 | -3.8
CCCSC1=C(C#N)C(c2ccc(O)c(OC)c2)CC(=O)N1 (stereo not drawn) | -4.9 | -4.9 | 7.3 | 1.9 | 0.1 | 59.6 | 2.5 | . | 96.8 | -7.3 | -5.0
CCOC(=O)c1nn(-c2ccccc2)c(=O)cc1SC(C)C | 7.2 | 6.2 | -15.7 | 3.8 | 0.7 | 48.2 | -13.7 | -4.6 | 102.8 | 15.7 | -3.8
c1ccc2c(C[n+]3csc4ccccc43)cccc2c1 | -4.0 | 29.2 | 5.0 | -3.7 | -1.1 | 17.1 | 6.6 | -2.3 | 96.2 | -5.0 | -4.6
